# Bioassay records: PubChem, The Scripps Research Institute Molecular Screening Center
# TAAR1 antagonist = human TAAR1 antagonism; 360,000 compounds, 1.5% hits; Q96RJ0; inhibition, % at 3 µM; CHO RD-HGA16 TAAR1, Fluo-8 calcium fluorescence, antagonist;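 active means inhibition above a per-plate cutoff, the mean inhibition of test compounds on that plate plus 3 SD, cut at about 49% in these data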;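 further: 0% = DMSO plus EC80 beta-PEA response and 100% = DMSO alone without agonist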
# Target sequence (Q96RJ0 whole entry, looked up): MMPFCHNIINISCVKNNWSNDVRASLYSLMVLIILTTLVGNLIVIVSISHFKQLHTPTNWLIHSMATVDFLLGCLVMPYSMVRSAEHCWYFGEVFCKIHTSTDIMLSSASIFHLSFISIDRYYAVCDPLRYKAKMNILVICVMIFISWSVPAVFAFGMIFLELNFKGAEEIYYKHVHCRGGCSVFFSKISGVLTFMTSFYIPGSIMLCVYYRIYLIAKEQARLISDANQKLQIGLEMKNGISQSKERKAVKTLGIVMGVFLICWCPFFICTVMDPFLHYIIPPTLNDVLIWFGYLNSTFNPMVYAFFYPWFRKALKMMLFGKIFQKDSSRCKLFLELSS
#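 Material: CHO RD-HGA16 cells bearing hTAAR1; compound dosing: one-point dosing, 3 µM nominal final; schedule: dye loading 75 min at 37 °C, then 30 min room temperature; measured by: calcium fluorescence with Fluo-8; control set: vehicle and agonist controls; replication: n of 1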
# TAAR1 ag = agonists of human TAAR1. CHO RD-HGA16 TAAR1, Fluo-8 calcium fluorescence; vehicle wells 0%, saturating PEA agonist 100%. activation, % at 3 µM. 360,000 compounds, 0.99% hits;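 active means activation above the mean activation of all test compounds in the run plus 3 SD, cut at about 38% in these data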
#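 Assay system – CHO-derived RD-HGA16 cells with stable Gα16 and human TAAR1 · Compound dosing – one-point dosing at 3 µM (nominal) · Incubation – 17-24 h seeding, 75 min 37 °C dye, 30 min RT · Measured by – kinetic Fluo-8 calcium fluorescence · Control set – DMSO vehicle as 0%, PEA at EC100 as 100% · Repeats – single well for each compound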
# CHO-K1 Ca PAM = nonselective activator or artifact in parental CHO-K1 calcium assay | activation, % at 3 µM | ATP EC20, Fluo-8 calcium fluorescence; 0% at ATP EC20, 100% at ATP max | 360,000 compounds, 0.02% hits;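 active means activation above the run cutoff, the mean activation of all test compounds plus 3 SD, cut at about 40% in these data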;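 further: peak over basal fluorescence ratio in a 140 s read after ATP addition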
# CHO-K1 Ca ag = nonselective activator or artifact in parental CHO-K1 cells. Fluo-8 calcium fluorescence; scaled to maximal ATP response, vehicle zero. AID 602248. activation, % at 3 µM. 360,000 compounds, 0.48% hits; in the data active means activation above about 15%;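 further: untransfected CHO-K1 host cells lacking M1 receptor as counterscreen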
# M1 PAM = positive allosteric modulators of human M1 muscarinic receptor; P11229; CHO-K1 hM1, Fluo-8 calcium fluorescence, ACh EC20; 0% = ACh EC20, 100% = maximal ACh; activation, % at 3 µM; 360,000 compounds, 0.088% hits; AID 588819; in the data active means activation above about 19%, passing the limit was not always enough
# Target sequence (P11229 whole entry, looked up): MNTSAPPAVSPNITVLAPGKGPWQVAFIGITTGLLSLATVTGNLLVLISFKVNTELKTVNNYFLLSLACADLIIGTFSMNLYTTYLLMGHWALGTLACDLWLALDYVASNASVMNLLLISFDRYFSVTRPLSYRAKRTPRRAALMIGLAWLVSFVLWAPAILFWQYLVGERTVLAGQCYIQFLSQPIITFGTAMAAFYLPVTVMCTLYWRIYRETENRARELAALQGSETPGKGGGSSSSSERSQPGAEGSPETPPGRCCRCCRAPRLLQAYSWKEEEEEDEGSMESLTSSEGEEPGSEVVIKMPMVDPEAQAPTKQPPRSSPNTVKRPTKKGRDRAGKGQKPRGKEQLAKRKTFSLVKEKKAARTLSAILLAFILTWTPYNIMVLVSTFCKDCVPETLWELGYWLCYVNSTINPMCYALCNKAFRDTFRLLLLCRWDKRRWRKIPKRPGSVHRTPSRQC
# CHO-K1 Ca antag = counter-screen for M1 antagonists: effect in parental CHO-K1 cells | 360,000 compounds, 0.6% hits | inhibition, % at 3 µM | ATP-induced calcium, Fluo-8 fluorescence | AID 602250;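 active means inhibition above a per-plate cutoff, the plate's mean sample inhibition plus 3 SD, cut at about 24% in these data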;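 further: 0% = DMSO plus EC80 ATP and 100% = DMSO alone without ATP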
# M1 antag = blocks human M1 muscarinic receptor; P11229; CHO-K1 hM1, Fluo-8 calcium fluorescence, ACh EC80 antagonist; inhibition, % at 3 µM; 360,000 compounds, 1.3% hits; AID 588852;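 active means percent inhibition above its own plate's cutoff, namely the mean of that plate's compound wells plus 3 SD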;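 further: peak over basal fluorescence ratio during 140 s after agonist addition; 0% = ACh EC80 plus DMSO and 100% = DMSO alone without agonist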
# CHRM1 agonist = activates human CHRM1 receptor. AID 588814. activation, % at 3 µM. CHO-K1 hM1, Fluo-8 calcium fluorescence, agonist mode; 0% DMSO, 100% acetylcholine EC100. 360,000 compounds, 0.33% hits. P11229;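 active means activation above the run's mean compound activation plus 3 SD, cut at about 16% in these data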;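 further: peak over basal fluorescence ratio within a 140 s kinetic read after compound addition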
# CHO parental Ca = counter-screen: ATP calcium response change in parental CHO cells; parental CHO-K1, ATP-induced calcium, Fluo-8 fluorescence; inhibition, % at 5.6 µM; 330,000 compounds, 0.63% hits;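 active means inhibition above that plate's mean sample inhibition plus 3 SD, cut at about 26% in these data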;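 further: 0% = ATP-challenged DMSO wells and 100% = DMSO wells without ATP; some compounds past the cut are filed as inactive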
#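 Assay system – parental CHO cells · Reagent – ATP stimulus · Detection – intracellular calcium via Fluo-8 no-wash fluorescent dye · Evaluation – percent inhibition of ATP-evoked calcium rise, normalized to controls · Controls – ATP wells versus no-ATP DMSO wells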
# Numbers without * were called inactive; x = no result given. An unsorted share of the library; overall some 4.4% were active at least once.
SMILES,TAAR1 antagonist,TAAR1 ag,CHO-K1 Ca PAM,CHO-K1 Ca ag,M1 PAM,CHO-K1 Ca antag,M1 antag,CHRM1 agonist,CHO parental Ca
CCOC(=O)c1nc2sc3c(c2c(=O)n1C(C)C(=O)OCC)CCCC3 (stereo unspecified),-22.3,1.1,9.2,1.6,5.3,-11.2,-12.6,-6.0,-10.5
CC1(C)CC(=O)c2c(Cc3ccccc3)n[nH]c2C1,5.5,5.0,18.7,0.1,4.2,-10.2,-2.1,-4.1,7.2
CCOC(=O)CC(NC(=O)c1ccccc1F)c1ccc(C)cc1 (stereo unspecified),-11.2,-0.8,3.7,0.9,3.9,-7.4,-7.6,-2.9,-25.3
O=C(NCCc1ccc(F)cc1)N[C@@H](Cc1ccccc1)C(=O)O,6.9,0.1,2.4,0.0,5.3,-0.4,-3.7,-5.5,-12.9
Cc1cccc(NC(=O)CCCCCN2C(=O)c3ccccc3C2=O)n1,6.8,-2.8,0.8,0.4,4.4,3.6,-6.8,-3.0,-16.2
O=C(COC(=O)CN1C(=O)c2ccccc2C1=O)Nc1ccccc1C(F)(F)F,-37.5,5.2,-0.6,0.0,4.6,-7.3,-12.9,-3.5,x
C[C@H](CO)N1C[C@H](C)[C@@H](CN(C)C(=O)Nc2ccc3c(c2)OCO3)Oc2ccc(NS(=O)(=O)c3ccc(F)cc3)cc2C1=O,-16.9,1.5,7.4,0.2,2.5,-12.8,-2.8,-2.3,-2.8
COc1cc(COc2ccc3c(C)c(CC(=O)O)c(=O)oc3c2C)cc(OC)c1OC,-13.7,0.7,13.3,5.1,3.2,-9.2,-2.7,-2.0,5.0
COc1ccc(NC(=O)C2CCN(C(=O)c3ccccc3)CC2)c(OC)c1,-12.1,13.7,-3.6,0.1,-21.4,-3.8,60.9*,-11.7,-1.4
NC(=O)COC(=O)CNC(=O)c1cc(Cl)cc([N+](=O)[O-])c1,20.7,5.6,9.0,-0.2,8.2,4.2,-0.5,-7.9,0.7
CN(C)S(=O)(=O)n1cc(/C=C(\NC(=O)c2ccccc2F)C(=O)N2CCCCC2)c2ccccc21,6.2,5.9,7.9,0.6,14.0,-8.9,-20.5,3.2,x
CC(=O)Nc1ccc(-c2ccnc3c2CC(C)(C(=O)Nc2cccc(Oc4ccccc4)c2)O3)cc1 (stereo unspecified),15.1,1.7,10.7,1.0,-2.5,-9.2,-2.9,-1.8,x
COc1ccc(C(=O)Nc2ccc(NC(=O)c3ccccn3)cn2)cc1,2.9,4.6,3.2,2.6,5.6,-7.4,-12.8,-1.8,x
COc1ccc(S(=O)(=O)NCCOc2ccccc2)cc1C,7.9,4.3,8.4,-0.2,6.5,2.5,5.2,1.9,-10.2
CCCCCC(=O)Nc1cccc(C2=NOC3(C2)C[C@@H](C(N)=O)N(C(=O)CC(c2ccccc2)c2ccccc2)C3)c1 (stereo partly specified),0.7,2.8,29.8,1.2,15.2,-12.3,-14.0,-4.7,-15.6
CC1=NN(c2ccccc2)C(=O)/C1=C\C=C1/N(C)c2ccccc2C1(C)C,50.5*,84.4*,-1.5,32.0*,-12.2,13.6,25.9*,22.9*,28.1*
COC(=O)c1cc(C(=O)c2ccc(C(C)(C)C)cc2)c[nH]1,2.4,5.7,17.0,4.2,3.5,-13.1,-0.2,-2.5,-2.8
COc1cc(C(=O)NNC(=O)CN2C(=O)NC(C)(c3ccc(C)cc3)C2=O)cc(OC)c1OC (stereo unspecified),9.2,1.1,-7.2,0.1,6.9,-8.5,-5.7,-3.8,-6.0
Cn1nnc(NC(=O)c2ccc(C(C)(C)C)cc2)n1,1.9,8.8,4.2,-0.1,2.2,4.3,6.5,-5.5,1.4
CCOC(=O)c1nnn(-c2nonc2-n2cccc2)c1-c1cccc([N+](=O)[O-])c1,-1.8,1.5,-10.9,-0.3,-2.1,-18.9,10.1,-5.0,-11.8
CC(=O)c1ccc(NC(=O)Nc2ccc(Br)cc2C)cc1,6.5,10.8,18.7,4.1,-9.9,-13.0,30.9*,2.6,-15.8
O=C(NCc1cccs1)c1ccc2sc([C@@H]3O[C@H](CO)[C@H](O)[C@H](O)[C@H]3O)nc2c1,-16.2,0.9,20.1,0.0,23.4,-8.6,-34.9,2.7,x
O=C(NCCc1ccc(Cl)cc1)c1ccc(=O)[nH]c1,3.7,-1.6,-2.9,0.7,3.5,-16.6,-2.8,-2.8,-15.9
Cc1ccc(N2C(=O)C3C4C=CC(C4)C3C2=O)cc1 (stereo unspecified),-10.8,1.2,-1.1,-0.1,6.9,-4.3,-6.4,-1.7,1.6
CCCc1cc(=O)[nH]c(SCc2cccnc2)n1,-2.0,-1.7,0.0,0.2,-0.9,-5.5,-0.9,-4.8,-3.2

# More results:
SMILES,TAAR1 antagonist,TAAR1 ag,CHO-K1 Ca PAM,CHO-K1 Ca ag,M1 PAM,CHO-K1 Ca antag,M1 antag,CHRM1 agonist,CHO parental Ca
Cc1ccc(C)c(CN2CCC(CNC(=O)Nc3ccc(Br)cc3F)CC2)c1,1.8,6.5,-24.8,3.0,-0.2,1.4,-14.6,-5.2,x
CC(C)c1ccc(N(CC(=O)NC(C)(C)C)C(=O)CCC(=O)Nc2nccs2)cc1,1.0,7.8,10.0,0.1,4.4,-6.0,-14.3,-0.4,-18.9
Cc1sc2nc(SCC(=O)N3CCCC3)[nH]c(=O)c2c1C,-16.8,8.5,12.4,0.1,1.3,-3.7,-4.1,-1.9,-11.9
CC(Sc1nc2ccccc2s1)C(=O)Nc1nnc(C(C)C)s1 (stereo unspecified),x,x,9.7,1.4,-1.4,-7.8,-3.0,-1.9,-17.9
CCC1(CC)C(=O)C2=C3C1[C@H](C(=O)OC)CC(C(=O)OC)C[C@H]3n1c(=O)n(C)c(=O)n1[C@H]2C (stereo partly specified),7.3,0.2,-5.8,0.1,20.8,-5.1,-6.8,0.9,-6.3
CC(C)OC(=O)C1C(=O)CC(C)(O)C(C(=O)OC(C)C)C1c1cccnc1 (stereo unspecified),-6.8,0.6,6.5,0.1,-0.3,-7.9,2.2,-2.2,-15.0
CCN(CC)c1ccc(/C=N/Nc2nc(C)cc(=O)[nH]2)cc1,6.6,14.5,23.8,0.0,10.9,-46.3,-10.3,-5.3,-2.9
CCOC(=O)C1(CCOc2ccccc2)CCN(Cc2cc(OC)ccc2OC)CC1,-10.1,9.2,17.1,14.6,-2.4,5.1,4.6,1.4,-13.2
Cc1cccc(Cn2cnc3c(N)c(C)c(C)cc32)c1,7.2,8.3,-11.6,-0.1,-2.5,14.9,1.1,-2.5,-8.8
CC(=O)c1ccc(NC(=O)c2cccs2)cc1,8.7,11.8,12.0,1.1,-3.6,-15.0,4.2,-6.1,-5.3
O=C(COc1cccc2ccccc12)Nc1nc2ccccc2[nH]1,30.5,11.8,15.3,3.7,0.2,-12.4,-2.6,-3.5,-8.9
O=C(c1ccccc1)N1CCN(Cc2c[nH]c3ccccc23)CC1,-3.6,9.2,4.2,0.7,3.5,10.7,-3.2,-2.7,-8.5
CC(Oc1ccc2c3c(c(=O)oc2c1)CCC3)C(=O)NCCCn1ccnc1 (stereo unspecified),11.8,0.6,1.7,0.0,1.5,-17.4,4.4,-3.7,-8.7
COCCNC(=O)C1CCN(C(=O)C2CC(=O)N(c3ccc(C)cc3)C2)CC1 (stereo unspecified),9.1,-0.8,8.0,-0.5,29.5*,-1.1,-14.1,2.7,3.3
CCCCCNC(=O)CCCCn1c(=O)[nH]c2cc(OCC)c(OCC)cc2c1=O,-1.4,0.7,16.6,-0.4,5.5,-15.0,-7.9,-2.2,-6.4
O=C(COC(=O)Cc1ccsc1)Nc1ccc(Cl)cc1F,-28.6,1.2,8.8,-0.2,7.1,-5.3,-9.7,-3.0,-8.2
O=C(N/N=C/c1ccncc1)c1nn(Cc2ccccc2)c(=O)c2ccccc12,-21.6,0.4,-6.0,-0.3,1.8,-11.2,2.6,-2.1,-9.3
COc1ccccc1C(=O)NNC(=O)C(=O)Nc1ccc(C)cc1,-22.6,1.5,8.3,0.7,4.1,-8.8,0.0,-4.7,11.7
CC(C)CC(=O)c1c[nH]c(C(=O)NCc2cccs2)c1,0.0,4.8,-2.6,0.4,3.5,7.2,-4.4,-2.5,-7.5
CCOCCCNC(=O)C(NC(=O)CNC(C)=O)c1ccc(Cl)cc1 (stereo unspecified),-4.7,9.9,16.8,0.9,1.2,-21.2,5.0,-1.6,6.0
CCOC(=O)NC(Nc1ccc(S(N)(=O)=O)cc1)(C(=O)OCC)C(F)(F)F (stereo unspecified),11.4,3.8,12.2,-0.1,-0.3,4.6,0.7,-3.3,-6.0
Cc1onc(-c2ccccc2)c1C(=O)NCc1cccs1,9.7,6.0,13.7,0.2,-1.0,-2.2,3.8,-3.1,0.1
O=C(NCC(=O)N1CCN(c2ccc([N+](=O)[O-])cc2)CC1)c1ccco1,-9.4,0.9,3.5,1.3,-17.4,-8.6,27.5,-4.6,-6.1
CCOc1ccc2nc(NC(=O)C3=NN(c4ccccc4)C(=O)CC3)sc2c1,16.9,2.2,-6.1,0.7,-1.2,-17.5,2.0,-9.4,-17.0
COc1c2ccc(C(=O)NCCCCc3ccccc3)cc2nn1C,1.4,8.3,-8.1,0.1,-0.3,-4.0,3.3,-4.6,-0.8
O=C(O)c1ccc(CN2C(=O)CSC2=S)cc1,-13.1,5.7,7.2,2.2,3.5,4.8,-3.3,-2.2,11.6
S=C(NCc1ccco1)Nc1ccccn1,26.9,5.1,0.3,0.0,4.3,-7.5,0.0,-4.8,-5.0
O=S(=O)(c1ccc(F)cc1)N1CCN(S(=O)(=O)c2cc(F)ccc2F)CC1,-3.5,3.2,-9.1,0.0,6.0,4.6,-3.9,-3.9,-2.2
Cc1ccc(C)c(COC(=O)c2cccc(S(=O)(=O)N3CCCC3)c2)c1,-1.6,1.6,-8.7,0.1,5.9,8.4,1.5,1.8,x
c1ccc(C2CCC(N3CCNCC3)CC2)cc1 (stereo unspecified),3.9,6.7,11.2,1.1,3.5,-5.5,-4.8,-9.7,-8.5

# 4 records picked at random from those above, as already listed:
SMILES,TAAR1 antagonist,TAAR1 ag,CHO-K1 Ca PAM,CHO-K1 Ca ag,M1 PAM,CHO-K1 Ca antag,M1 antag,CHRM1 agonist,CHO parental Ca
CC(C)OC(=O)C1C(=O)CC(C)(O)C(C(=O)OC(C)C)C1c1cccnc1 (stereo unspecified),-6.8,0.6,6.5,0.1,-0.3,-7.9,2.2,-2.2,-15.0
CCN(CC)c1ccc(/C=N/Nc2nc(C)cc(=O)[nH]2)cc1,6.6,14.5,23.8,0.0,10.9,-46.3,-10.3,-5.3,-2.9
CN(C)S(=O)(=O)n1cc(/C=C(\NC(=O)c2ccccc2F)C(=O)N2CCCCC2)c2ccccc21,6.2,5.9,7.9,0.6,14.0,-8.9,-20.5,3.2,x
O=C(NCCc1ccc(F)cc1)N[C@@H](Cc1ccccc1)C(=O)O,6.9,0.1,2.4,0.0,5.3,-0.4,-3.7,-5.5,-12.9
